Source: PubChem (National Center for Advancing Translational Sciences (NCATS))
CBFb-RUNX1 inh = blocks binding between human CBF-beta and RUNX1. AlphaScreen CBFb-His/RUNX1-biotin binding, biochemical. Potency, µM (doses to about 59.8 µM), without a hit: top-dose activity, negative = inhibition, most hits filed as inhibitors. 230,000 tested, under 10 active. AID 1477; note: % of control where 0% means no effect
Target sequence (Q01196 whole entry, looked up): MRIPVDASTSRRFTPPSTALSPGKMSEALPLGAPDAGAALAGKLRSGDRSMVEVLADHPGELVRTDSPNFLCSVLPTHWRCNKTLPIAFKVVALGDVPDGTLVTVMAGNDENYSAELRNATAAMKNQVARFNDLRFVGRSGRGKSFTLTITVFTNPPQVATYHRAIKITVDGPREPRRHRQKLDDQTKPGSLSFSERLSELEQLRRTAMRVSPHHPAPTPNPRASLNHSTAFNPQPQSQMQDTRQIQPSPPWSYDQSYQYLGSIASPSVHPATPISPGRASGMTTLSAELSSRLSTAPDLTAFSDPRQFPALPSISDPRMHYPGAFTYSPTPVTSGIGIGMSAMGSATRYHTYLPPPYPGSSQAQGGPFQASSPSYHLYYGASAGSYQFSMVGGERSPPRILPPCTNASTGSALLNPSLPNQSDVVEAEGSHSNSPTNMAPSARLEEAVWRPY
Target sequence (Q13951 whole entry, looked up): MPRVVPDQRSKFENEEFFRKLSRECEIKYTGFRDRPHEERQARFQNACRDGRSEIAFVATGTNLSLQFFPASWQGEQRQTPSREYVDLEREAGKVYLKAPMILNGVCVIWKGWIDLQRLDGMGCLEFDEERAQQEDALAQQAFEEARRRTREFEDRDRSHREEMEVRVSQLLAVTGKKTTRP
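Compounds were screened at multiple concentrations against a preformed CBF-beta(His)/RUNX1(biotin) complex (30 nM of each) for 15 min at room temperature, followed by 90 min with nickel and streptavidin beads and AlphaScreen reading.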
KinaseGlo FLuc = blocks Kinase-Glo luciferase, a counter-screen artifact; Q27757; Kinase-Glo luciferase, ATP luminescence, 8 min; Potency, µM (series often up to 38.3 µM), without a hit: top-dose activity change, negative = inhibition, most hits filed as inhibitors; 0.28% of 200,000 active; AID 1379; note: potency is the fitted concentration of half-maximal effect; % is set by controls: 0 for no effect and ±100 for the full control effect; nearly all actives have a fitted effect of over 60% in size
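Recombinant Kinase-Glo luciferase, 10 uM ATP (linear range), luciferin; imidazole pH 7.2 / KCl / MgCl2 / Tween / BSA buffer; 8 min RT; luminescence.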
HTT ATP protect = cytoprotection in Huntington HTT-Q103 PC12 cell model. PC12 HTT-Q103 induced, cytoprotection, ATP luminescence, 40 h. Potency, µM (top dose mostly 56.4 µM), for inactives: cytoprotection (ATP increase), most hits filed as activators. 0.14% of 230,000 active;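 note: potency is the fitted concentration of half-maximal effect; % of control where 0% means no effect; nearly all actives have a fitted effect of over 45% in size; toxic huntingtin expression switched on by the ecdysone agonist tebufenozide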
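Huntington model: PC12 line, ecdysone-inducible HTTQ103 exon1–GFP, tebufenozide 100 nM. Test articles in a dose series. Endpoint luminescence from cellular ATP.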
HTT aggregate = reduces HttQ103-GFP aggregates in PC12 cells; PC12 HttQ103-GFP aggregates, Acumen cytometry, 40 h; Potency, µM (titrated, usually from 46.1 µM), for the others: at the highest dose activity change, negative = inhibition, actives largely listed as inhibitors; 1.1% of 220,000 active; AID 1688; note: potency is the fitted concentration of half-maximal effect; % is set by controls: 0 for no effect and ±100 for the full control effect; nearly all actives have a fitted effect of over 60% in size
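PC12 cells with ecdysone-inducible HTT exon1 Q103-GFP, induced by 100 nM tebufenozide, given compounds in a concentration series. GFP aggregates (1–25 um, 6 SD above background) counted in lysates by laser-scanning cytometry, 488 nm excitation.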
IMPase Li inh = IMPase inhibition in cells with lithium potentiation. 0.35% of 210,000 active. CHO-M1 cells, IP1 TR-FRET (IP-One), carbachol + lithium. Potency, µM (titrated, usually from 59.4 µM), for the others: at the top dose activity, negative = IMPase inhibition, actives largely listed as inhibitors. AID 1457;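 note: IP1 builds up when IMPase is blocked and the TR-FRET signal falls; potency is the fitted concentration of half-maximal effect; plate controls were basal vehicle for no effect and high inhibitor control for full effect; nearly all actives have a fitted effect of over 50% in size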
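Readout is a homogeneous TR-FRET IP1 immunoassay (Ex 320, Em 665 and 620), where raised cytosolic IP1 lowers signal. Cells were CHO-M1 treated 30 min at 37C with test compounds plus a little lithium; AC50 values came from Hill-equation fitting.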
SMN2 splice up = enhancers of SMN2 splice variant expression; HEK293 SMN2-luciferase splicing reporter, luminescence, 30-36 h; Potency, µM (titrated, usually from 46.1 µM), inactives show at the highest dose activity change, positive = activation, most hits filed as activators; 2.8% of 210,000 active; AID 1458; note: potency is the fitted concentration of half-maximal effect; % of control where 0% means no effect; nearly all actives have a fitted effect of over 55% in size
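HEK293 cells carry an SMN2 minigene-luciferase reporter in which exon 7 inclusion puts luciferase in frame. Cells were seeded at 2000 cells/well, attached for 10-12 hours, then exposed to compounds for 30-36 hours at 37C before ONE-Glo luminescence.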
LMNA splice mod = modulators of lamin A splicing; HeLa LMNA splicing GFP/RFP minigene ratio, 48 h; Potency, µM (highest dose often 46.1 µM), for inactives: at the top dose ratio change, negative = inhibition, most hits filed as inhibitors; 0.01% of 200,000 active; AID 1487; active = well fitted inhibition curve with a large enough effect in the signal ratio, with a control signal flat, not every such curve was filed as active; inconclusive = small, poorly fitted or top-dose-only effect, or effect the other way, or a change in a side signal; the % refers to the signal ratio; note: potency is the fitted concentration of half-maximal effect; % is set by controls: 0 for no effect and ±100 for the full control effect
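S3 HeLa cells stably expressing lamin A-EGFP splicing minigene plus DsRed2, 600 cells/well, 48 h compound exposure at 37C. Laser-scanning cytometry; analysed as GFP (500-530 nm)/RFP (575-640 nm) total intensity ratio; 0.5% DMSO vehicle.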
Active calls of the source: *; ? = inconclusive; / = no result given; [ ] = dose if it differs, or a comment. Unless noted, calls come from the whole dose curve; as a rule, active = well fitted curve in the direction sought with a large enough effect; inconclusive = small, poorly fitted or top-dose-only effect, or another doubt; inactive = no such curve, though single readings can be large; an effect the other way counts as inactive or inconclusive.

mol	CBFb-RUNX1 inh	KinaseGlo FLuc	HTT ATP protect	HTT aggregate	IMPase Li inh	SMN2 splice up	LMNA splice mod
O=C(Cc1ccc(S(=O)(=O)N2CCCCC2)s1)Nc1ccc(F)cc1F	6%	-1%	3%[10 µM]	7%	10%	-10%	?
CC(=O)c1cccc(N(CC(=O)N2CCCCC2)S(C)(=O)=O)c1	-2%	-2%	-13%	-6%	-2%[38.3 µM]	2%	4%
O=C(COC(=O)c1ccc(Cl)nc1)Nc1cc(S(=O)(=O)N2CCCCC2)ccc1Cl	8%	-2%	-34%[inhibitor]	1%	6%	3%	5%[46 µM]
Cc1ccc(C)c(C(=O)CN2C(=O)NC3(CCC(C)CC3)C2=O)c1 (configuration not stated)	2%	0%	29%[10 µM]	3%	1%	-7%	-10%
CC(C)Cn1nc(NS(=O)(=O)c2ccccc2)c2cc3ccccc3nc21	1%	-8%	-38%	16%	-16%[38.3 µM]	-9%	5%
CS(=O)(=O)Nc1cccc(-c2nccc(-n3ccnc3)n2)c1	/	-1%	-6%	/	2%	13%	10%
CCCCc1ccc(NC(=S)NCCN2CCOCC2)cc1	6%	-2%	-15%	2%	2%	-9%	20%[46 µM]
Cc1c(NC(=S)/C=C2\N(C)c3ccccc3C2(C)C)c(=O)n(-c2ccccc2)n1C	-9%	-1%	-21%	?	-16%[38.3 µM]	-24%	-2%
Cc1cccc(NC(=S)NC2CCN(Cc3ccccc3)CC2)c1C	10%	-6%	4%[10 µM]	-10%	-1%	-9%	-9%
Cc1cccc(S(=O)(=O)NCC2CCCO2)c1 (configuration not stated)	3%	-3%	9%	18%	11%[38.3 µM]	3%	-6%
O=C(Cn1c(=O)oc2cc(S(=O)(=O)N3CCCCC3)ccc21)N1CCc2ccccc21	0%	1%	-25%	?	-2%[38.3 µM]	6%	-7%
CCOC(=O)/C=C1\NC(=O)C(C)S1 (configuration not stated)	-4%	12%	-16%[10 µM]	4%	11%[38.3 µM]	9%	5%
CC(=O)c1cccc(NC(=O)N2CCCC2C(=O)NCc2ccc(F)cc2)c1 (configuration not stated)	8%	-1%	0%	-5%	-14%[38.3 µM]	-18%	-6%
CCOC(=O)c1ccc(NC(=O)CN2C(=O)NC3(CCC(C)CC3)C2=O)cc1 (configuration not stated)	1%	-3%	9%[10 µM]	12%[9.22 µM]	8%	1%	?
CC(=O)Nc1ccccc1NC(=O)c1cc(C)ccc1C	-3%	-4%	6%	4%[9.22 µM]	4%	-10%	6%[46 µM]
CCOC(=O)C1CCCN(C(=O)c2ccc3c(=O)n(CCOC)c(=S)[nH]c3c2)C1 (configuration not stated)	-5%	1%	4%[0.074 µM]	-3%	6%	-67%[inhibitor]	?
COc1ccc(NC(=O)CC(c2ccc(F)cc2)c2ccc(OC)cc2)cc1 (configuration not stated)	0%	-1%	7%[1.9 µM]	8%	13%	-18%	?
CCc1c(C)sc(NC(=O)CCc2ccc(OC)cc2)c1C(N)=O	-1%	-2%	-3%	-10%	21%[38.3 µM]	-6%	0%
COCCNC(=O)C(c1cccs1)N(C(=O)Cn1nnc2ccccc21)c1cccc(C)c1 (configuration not stated)	4%	-3%	-1%[10 µM]	-5%	-1%[38.3 µM]	-4%	9%
O=C(COC(=O)CCC(=O)c1cccs1)Nc1cc(S(=O)(=O)N2CCOCC2)ccc1Cl	7%	4%	0%	28%	3%[38.3 µM]	-30%	-3%
CN(C)c1ccc(N=Nc2ccccc2C(=O)OCC(=O)N(C)C2CCCCC2)cc1	/	-3%	-15%[10 µM]	?	7%	?	?
COc1cccc(-n2c(SCC(=O)NCc3ccco3)nnc2-c2c[nH]c3ccccc23)c1	-1%	1%	14%[10 µM]	-7%	2%[38.3 µM]	2%	?
CCCOc1ccc(C(=O)C(CN2CCCC2)c2ccccc2)cc1 (configuration not stated)	2%	3%	/	/	18%	-99%[inhibitor]	?
COc1cc(CNCCO)cc(Br)c1OCc1ccccc1Cl	3%	-1%	-28%	15%	2%[38.3 µM]	5%	19%

A few values from the entries so far:
CCOC(=O)C1CCCN(C(=O)c2ccc3c(=O)n(CCOC)c(=S)[nH]c3c2)C1 (configuration not stated) in CBFb-RUNX1 inh is listed with -5%
COc1cccc(-n2c(SCC(=O)NCc3ccco3)nnc2-c2c[nH]c3ccccc23)c1 in CBFb-RUNX1 inh is listed with -1%

Next section
mol	CBFb-RUNX1 inh	KinaseGlo FLuc	HTT ATP protect	HTT aggregate	IMPase Li inh	SMN2 splice up	LMNA splice mod
O=C(CCC(=O)OCc1ccc(Cl)cc1)Nc1cccc([N+](=O)[O-])c1	-1%	-3%	-4%	0%	-5%[38.3 µM]	12%	1%
C=CCn1c(SCc2c(C)noc2C)nc2sc(C)c(C)c2c1=O	6%	3%	-40%[inhibitor]	3%[9.22 µM]	13%[38.3 µM]	-2%	-10%
CC[C@@H]1C(c2ccccc2)=NN(c2ccc(Br)cc2)[C@H]1C(=O)N1CCOC1=O	?	2%[39.9 µM]	?	/	-4%	/	/
Cc1cc(C)cc(-n2c3nc4ccccc4nc3c3c(=O)n(Cc4ccco4)cnc32)c1	-3%	0%	-55%[inhibitor][10 µM]	19%	1%[38.3 µM]	16%	-12%
Cc1ccc(CSc2ncnc3onc(C)c23)cc1	16%	/	10%[10 µM]	29%[9.22 µM]	/	/	/
COc1ccc(Cl)cc1NC(=O)CSc1ncnc2c1oc1ccccc12	16%	1%	/	8%	-7%	-3%	-2%
NS(=O)(=O)c1ccc(N=Nc2c(O)ccc3ccccc23)cc1	?	-5%	?	34%	4%	8%	/
N/C(Cc1cccs1)=N\OC(=O)COc1ccc(Br)cc1Cl	?	-5%	-34%	-10%	10%[38.3 µM]	6%	-3%
Cc1ccc(C2CC(c3cccc(Cl)c3)n3nc(N)nc3N2)cc1 (configuration not stated)	-2%	2%	-12%[10 µM]	0%	36%[activator][38.3 µM]	9%	-8%
O=C(CN1CCCC1)Nc1ccccc1Sc1ccccc1	22%	0%	?	?	8%	-3%	17%[9.22 µM]
COc1ccc(N2C(=O)/C(=C/c3cccnc3)NC2=S)cc1	2%	0%	33%[10 µM]	-14%	9%	-14%	-10%
O=C(NCCO)/C(=C/c1ccc2c(c1)OCO2)NC(=O)c1ccc(Br)cc1	-10%	-2%	21%[10 µM]	-2%[9.22 µM]	9%	/	-15%[46 µM]
CN(c1cccc(NC(=O)CN(c2cccc(Cl)c2)S(=O)(=O)c2ccccc2)c1)S(C)(=O)=O	0%	/	11%[10 µM]	?	/	/	-11%
Nc1nc(NCc2c(F)cccc2Cl)nn1-c1ccccc1	-1%	4%	-6%	1%	2%[38.3 µM]	?	-12%
COc1ccccc1N1CCN(CC(O)c2ccc3cc[nH]c3c2)CC1 (configuration not stated)	2%	4%	-14%	1%	28%[38.3 µM]	2%	-16%
CN1CCC(=NNC(=O)CN(c2cccc(Cl)c2)S(C)(=O)=O)CC1	1%	1%	-42%[inhibitor]	10%	-22%	54%	/
CCn1c2ccccc2c2cc(NC(=O)COc3ccccc3OC)ccc21	5%	3%	10%[10 µM]	19%	4%	-32%[inhibitor]	?
N#C/C(C(N)=O)=c1/ccc2c(c1)N1C3=C(CCCC3)CC3CCCCC31N=2 (configuration not stated)	?	?	-20%	-8%	88%[activator][38.3 µM]	-15%	?
Cc1cc(C)c(C2C(C#N)=C(N)Oc3n[nH]c(C)c32)cc1CN1CCCC1 (configuration not stated)	2%	4%	22%	-14%	29%[38.3 µM]	?	-5%
O=C(NNC(=O)c1cccs1)c1ccc2ccccc2c1	-7%	3%	-59%[inhibitor]	-6%	0%	10%	-9%[46 µM]
CCN(CC)C(=O)/C(=C\c1ccc(Br)cc1)NC(=O)c1ccccc1OC	5%	/	-8%	7%	/	/	4%
CN(C)C(=O)c1ccc(-c2nccc(N(C)Cc3ccco3)n2)cc1	/	/	-17%	/	9%	/	18%
Nc1cccnc1Sc1ccc([N+](=O)[O-])cn1	-12%	10%	/	28%	-3%	-2%	-1%
CCOC(=O)C(C(=O)OCC)C(Nc1ccccc1)c1ccccc1 (configuration not stated)	4%	-6%	37%[10 µM]	-4%	-5%	-10%	?

2 records picked at random from the list so far, as already listed:
mol	CBFb-RUNX1 inh	KinaseGlo FLuc	HTT ATP protect	HTT aggregate	IMPase Li inh	SMN2 splice up	LMNA splice mod
CN(c1cccc(NC(=O)CN(c2cccc(Cl)c2)S(=O)(=O)c2ccccc2)c1)S(C)(=O)=O	0%	/	11%[10 µM]	?	/	/	-11%
Nc1nc(NCc2c(F)cccc2Cl)nn1-c1ccccc1	-1%	4%	-6%	1%	2%[38.3 µM]	?	-12%

Further structures
mol	CBFb-RUNX1 inh	KinaseGlo FLuc	HTT ATP protect	HTT aggregate	IMPase Li inh	SMN2 splice up	LMNA splice mod
O=C(NCCN1CCOCC1)c1ccc2c(c1)N(Cc1ccccc1F)C(=O)c1ccccc1S2	-5%	-4%	-58%[inhibitor]	-19%	9%	5%	-19%[46 µM]
CC(C)n1nc(C(=O)NCc2ccc3c(c2)OCO3)c2ccccc2c1=O	4%	1%	-13%	-13%	-8%	-11%	/
CN(CCC#N)S(=O)(=O)c1ccc2[nH]cc(C(=O)NCCc3ccccc3)c(=O)c2c1	-17%	3%	/	0%	2%	1%	?
Cc1ccc(NC(=O)CCn2cccc2)cc1C	-6%	1%	20%	11%	-2%[38.3 µM]	-2%	-2%
COc1ccc(CCNC(=O)CS(=O)Cc2nc(-c3cccs3)oc2C)cc1OC (configuration not stated)	-2%	-1%	3%	12%	11%[38.3 µM]	3%	-1%
CCOC(=O)c1sc(NC(=O)CCCCl)nc1C	0%	1%	33%[10 µM]	4%	12%	3%	20%
O=C(c1cc2nc(-c3ccccc3)cc(-c3ccccc3)n2n1)N1CCCC1	4%	/	-11%	32%	-28%	/	/
NC1=NC[C@@H](Cc2ccc(O)cc2)N1CCc1cccc2ccccc12	6%	/	-1%[10 µM]	-14%[9.22 µM]	/	/	/
O=C(Cn1c(CO)nc2ccccc21)Nc1ccccc1Cl	-6%	3%	-27%	-15%	2%	-8%	-1%[46 µM]
CS(=O)(=O)c1ccc(N)cc1	17%	0%	-8%[10 µM]	1%	12%[38.3 µM]	14%	-6%
CCN(C(=O)COC(=O)/C=C/c1nc2ccccc2s1)C1CCS(=O)(=O)C1 (configuration not stated)	4%	-6%	14%[10 µM]	21%	11%	-1%	?
